Bioassay records deposited in PubChem by NCI.
All columns: NCI-60 one-dose screen, growth in % after 48 h at 10 µM unless noted; 100 = growth as untreated, 0 = no growth, -100 = all killed.
HCT-15: HCT-15 colon cancer; actives 5.2% (n = 82,000); AID 1794746
SW-620: SW-620 colon cancer; actives 5.2% (n = 82,000)
SNB-75: SNB-75 CNS cancer; actives 5% (n = 79,000)
KM12: KM12 colon cancer cells; actives 5% (n = 82,000); AID 1794800
SF-539: SF-539 CNS cancer. actives 6.8% (n = 81,000)
HCT-116: HCT-116 colon cancer | actives 7.3% (n = 82,000)
HCC-2998: HCC-2998 colon cancer. actives 4.7% (n = 79,000). AID 1794799
SNB-19: SNB-19 CNS cancer cells; actives 2.5% (n = 81,000); AID 1794751
SF-295: SF-295 CNS cancer cells; actives 5.6% (n = 79,000)
An asterisk follows results filed as active. The calls were made as follows: active = growth percent below 10; inactive = the rest.

Screening CCN(/C=c1\sc2ncnn2c1=O)CC returned HCT-15 95, SW-620 100, SNB-75 93, KM12 100, SF-539 89, HCT-116 106, HCC-2998 110, SNB-19 98 and SF-295 101.
`COc1cc2c(cc1OCCCN1CCN(CCCOc3cc4c(cc3OC)C(=O)N3CC(F)(F)C[C@H]3C=N4)CC1)N=C[C@@H]1CC(F)(F)CN1C2=O` gave HCT-15 101, SW-620 -0.9*, SNB-75 2.5*, KM12 62, SF-539 51, HCT-116 62, HCC-2998 61, SNB-19 47 and SF-295 31.
N#C/C(=C\c1cccc2cnccc12)n1nnc2cc(F)c(F)cc21 was read as HCT-15 40, SW-620 28, SNB-75 68, KM12 70, SF-539 86, HCT-116 23, HCC-2998 101, SNB-19 81 and SF-295 102.
`CC1=C(C(=O)OCc2ccccc2)C(c2ccc3c(c2)OCO3)NC(=S)N1C` (stereo not given) gave HCT-15 100, SW-620 98, SNB-75 91, KM12 96, SF-539 97, HCT-116 96, HCC-2998 113, SNB-19 94 and SF-295 99.
COc1ccc([C@@H](OC)[C@@]2(Cc3ccc(O)cc3)N=C(N)N(C)C2=O)cc1 was read as HCT-15 104, SW-620 98, SNB-75 96, KM12 109, SF-539 105, HCT-116 101, HCC-2998 99, SNB-19 100 and SF-295 94.
C=CC[C@]12C[C@H](Cl)C[C@H]3O[C@H](COC31O)C2 was read as HCT-15 99, SW-620 121, SNB-75 116, KM12 108, SF-539 97, HCT-116 109, HCC-2998 116, SNB-19 99 and SF-295 99.
`CC(=O)Nc1ccc(/C=N/O)cc1` gave HCT-15 102, SW-620 102, SNB-75 91, KM12 104, SF-539 92, HCT-116 98, HCC-2998 109, SNB-19 104 and SF-295 94.
Screening Cc1ccc(OC(=O)Cc2ccccc2)c(C(=O)c2cnc3c(c2)c(C)nn3-c2ccccc2)c1 returned HCT-15 74, SW-620 69, SNB-75 94, KM12 60, SF-539 97, HCT-116 77, HCC-2998 83, SNB-19 89 and SF-295 96.
Screening CC(C)(C)NC(=O)NC(=O)CN1C(=O)NC(C)(c2ccc(Cl)cc2Cl)C1=O (stereo not given) returned HCT-15 110, SW-620 106, SNB-75 98, KM12 114, SF-539 98, HCT-116 94, HCC-2998 100, SNB-19 98 and SF-295 121.
Cc1ccc(S(=O)(=O)Nc2ccc(-[n+]3ccc(-c4cccc(C)c4)o3)cc2)cc1 was read as HCT-15 91, SW-620 96, SNB-75 97, KM12 95, SF-539 97, HCT-116 93, HCC-2998 109, SNB-19 100 and SF-295 98.
`CC(=O)NO` gave HCT-15 102, SW-620 116, SNB-75 79, KM12 106, SF-539 102, HCT-116 108, HCC-2998 102, SNB-19 110 and SF-295 93.
C#CCNCc1ccccc1 was read as HCT-15 102, SW-620 100, SNB-75 82, KM12 108, SF-539 107, HCT-116 100, HCC-2998 97, SNB-19 106 and SF-295 107.
Screening c1csc(-c2nn[nH]n2)c1 returned HCT-15 101, SW-620 101, SNB-75 86, KM12 102, SF-539 103, HCT-116 96, HCC-2998 107, SNB-19 104 and SF-295 100.
Screening COC(=O)C1=C(C)NC(C)=C(C(=O)OC)C1c1c(Cl)nc2sccn12 returned HCT-15 110, SW-620 102, SNB-75 79, KM12 109, SF-539 109, HCT-116 103, HCC-2998 102, SNB-19 100 and SF-295 91.
`COc1cc(/C=C/C(=O)c2ccc(N3CCNCC3)cc2)ccc1F` gave HCT-15 43, SW-620 51, SNB-75 89, KM12 60, SF-539 96, HCT-116 27, HCC-2998 100, SNB-19 60 and SF-295 96.
O=C1c2ccccc2C(=O)c2c(N=Nc3c(O)[nH]c(=S)[nH]c3=O)cccc21 was read as HCT-15 104, SW-620 125, SNB-75 130, KM12 105, SF-539 95, HCT-116 102, HCC-2998 111, SNB-19 97 and SF-295 97.
`O=C(CCCCCCN1CC(=O)N2[C@@H](c3ccccc3F)c3[nH]c4ccccc4c3C[C@H]2C1=O)NO` gave HCT-15 108, SW-620 88, SNB-75 76, KM12 91, SF-539 82, HCT-116 89, HCC-2998 95, SNB-19 89 and SF-295 98.
Screening COc1ccccc1N/N=C/c1cc(OC)c(OC)c(OC)c1 returned HCT-15 94, SW-620 95, SNB-75 96, KM12 91, SF-539 99, HCT-116 87, HCC-2998 108, SNB-19 93 and SF-295 97.
CSc1nc(Nc2cccc(NC(=O)/C(C#N)=C/c3ccc(N(C)C)cc3)c2)c(C#N)c(-c2cccc([N+](=O)[O-])c2)n1 was read as HCT-15 98, SW-620 87, SNB-75 90, KM12 100, SF-539 103, HCT-116 84, HCC-2998 110, SNB-19 102 and SF-295 99.
Screening COC(=O)[C@H](Cc1ccccc1)n1cc(COC(=O)c2cccc3c(=O)c4ccccc4[nH]c23)nn1 returned HCT-15 97, SW-620 93, KM12 102, SF-539 106, HCT-116 97, HCC-2998 96, SNB-19 99 and SF-295 94.

Ordered by SMILES length (rising): some entries from above
`CC(=O)NO` gave HCT-15 102, SW-620 116, SNB-75 79, KM12 106, SF-539 102, HCT-116 108, HCC-2998 102, SNB-19 110 and SF-295 93.
Screening c1csc(-c2nn[nH]n2)c1 returned HCT-15 101, SW-620 101, SNB-75 86, KM12 102, SF-539 103, HCT-116 96, HCC-2998 107, SNB-19 104 and SF-295 100.
C=CC[C@]12C[C@H](Cl)C[C@H]3O[C@H](COC31O)C2 was read as HCT-15 99, SW-620 121, SNB-75 116, KM12 108, SF-539 97, HCT-116 109, HCC-2998 116, SNB-19 99 and SF-295 99.
Screening COC(=O)C1=C(C)NC(C)=C(C(=O)OC)C1c1c(Cl)nc2sccn12 returned HCT-15 110, SW-620 102, SNB-75 79, KM12 109, SF-539 109, HCT-116 103, HCC-2998 102, SNB-19 100 and SF-295 91.
Screening CC(C)(C)NC(=O)NC(=O)CN1C(=O)NC(C)(c2ccc(Cl)cc2Cl)C1=O (stereo not given) returned HCT-15 110, SW-620 106, SNB-75 98, KM12 114, SF-539 98, HCT-116 94, HCC-2998 100, SNB-19 98 and SF-295 121.
COc1ccc([C@@H](OC)[C@@]2(Cc3ccc(O)cc3)N=C(N)N(C)C2=O)cc1 was read as HCT-15 104, SW-620 98, SNB-75 96, KM12 109, SF-539 105, HCT-116 101, HCC-2998 99, SNB-19 100 and SF-295 94.
Screening Cc1ccc(OC(=O)Cc2ccccc2)c(C(=O)c2cnc3c(c2)c(C)nn3-c2ccccc2)c1 returned HCT-15 74, SW-620 69, SNB-75 94, KM12 60, SF-539 97, HCT-116 77, HCC-2998 83, SNB-19 89 and SF-295 96.
CSc1nc(Nc2cccc(NC(=O)/C(C#N)=C/c3ccc(N(C)C)cc3)c2)c(C#N)c(-c2cccc([N+](=O)[O-])c2)n1 was read as HCT-15 98, SW-620 87, SNB-75 90, KM12 100, SF-539 103, HCT-116 84, HCC-2998 110, SNB-19 102 and SF-295 99.
`COc1cc2c(cc1OCCCN1CCN(CCCOc3cc4c(cc3OC)C(=O)N3CC(F)(F)C[C@H]3C=N4)CC1)N=C[C@@H]1CC(F)(F)CN1C2=O` gave HCT-15 101, SW-620 -0.9*, SNB-75 2.5*, KM12 62, SF-539 51, HCT-116 62, HCC-2998 61, SNB-19 47 and SF-295 31.

Continued:
`NC(=O)c1c2c(c3c4ccccc4cnn13)C(=O)c1ccccc1C2=O` gave HCT-15 65, SW-620 63, SNB-75 80, KM12 82, SF-539 69, HCT-116 81, HCC-2998 92, SNB-19 78 and SF-295 63.
Screening COC(=O)[C@]12CCC(C)(C)C[C@H]1C1=CC[C@@H]3[C@@]4(C)C/C(=C/c5ccccc5)C(=O)C(C)(C)[C@@H]4CC[C@@]3(C)[C@]1(C)CC2 returned HCT-15 95, SW-620 102, SNB-75 85, KM12 108, SF-539 106, HCT-116 100, HCC-2998 104, SNB-19 95 and SF-295 100.
`O=c1c2c3c(sc2n2c(CN4CCN(c5ccccc5)CC4)nnc2n1Cc1ccccc1)CCCC3` gave HCT-15 105, SW-620 104, SNB-75 92, KM12 101, SF-539 103, HCT-116 92, HCC-2998 101, SNB-19 111 and SF-295 103.
`COc1ccc(-c2cc(-c3cccnc3)nc3sc4c(c23)N=CN2CCN=C42)cc1OC` gave HCT-15 79, SW-620 94, SNB-75 91, KM12 86, SF-539 92, HCT-116 90, HCC-2998 78, SNB-19 97 and SF-295 93.
For C/C(O)=C1\C(=O)Nn2c(nc3c(cnn3-c3ccccc3)c2=O)N1N the results were HCT-15 102, SW-620 98, SNB-75 85, KM12 113, SF-539 101, HCT-116 103, HCC-2998 102, SNB-19 100 and SF-295 101.
COc1ccc(Sc2nc(NC3CC3)nc(Sc3ccc(OC)cc3)n2)cc1 was read as HCT-15 66, SW-620 84, SNB-75 95, KM12 84, SF-539 120, HCT-116 80, HCC-2998 95, SNB-19 105 and SF-295 95.
`COc1cccc(C(Cc2ccccc2)NCc2ccccc2)c1O` (stereo not given) gave HCT-15 80, SW-620 94, SNB-75 88, KM12 99, SF-539 98, HCT-116 62, HCC-2998 102, SNB-19 99 and SF-295 70.
`CCCCCCCCCCCCCCCCCCCC(=O)NCCc1c[nH]c2ccc(O)cc12` gave HCT-15 96, SW-620 112, SNB-75 129, KM12 89, SF-539 61, HCT-116 83, HCC-2998 114, SNB-19 104 and SF-295 96.
COc1cccc2c1OC1(Oc3c(cccc3OC)C=C1C)C(C)=C2 was read as HCT-15 95, SW-620 106, SNB-75 83, KM12 103, SF-539 99, HCT-116 94, HCC-2998 109, SNB-19 96 and SF-295 98.
`COc1cc2c(OC)c(-c3c(C)cc4c(-c5nc6ccccn6c5NC5CCCCC5)c(OC)c(OC)cc4c3OC)c(C)cc2c(-c2nc3ccccn3c2NC2CCCCC2)c1OC` gave HCT-15 84, SW-620 93, SNB-75 83, KM12 90, SF-539 96, HCT-116 63, HCC-2998 95, SNB-19 89 and SF-295 85.
Screening O=S1(=O)CS(=O)(=O)OCCCCCO1 returned HCT-15 104, SW-620 97, SNB-75 109, KM12 99, SF-539 97, HCT-116 97, HCC-2998 122 and SF-295 94.
CC(=O)c1ccc2ccccc2c1O was read as HCT-15 110, SW-620 104, SNB-75 85, KM12 104, SF-539 103, HCT-116 106, HCC-2998 110, SNB-19 102 and SF-295 99.
CCCCn1c(N)c(N(CC)C(=O)COc2ccc(Cl)cc2Cl)c(=O)[nH]c1=O was read as HCT-15 93, SW-620 98, SNB-75 80, KM12 102, SF-539 95, HCT-116 101, HCC-2998 107, SNB-19 96 and SF-295 117.
For NC(=S)N1N=C(c2ccccc2)CC1=O the results were HCT-15 108, SW-620 108, SNB-75 106, KM12 111, SF-539 89, HCT-116 110, HCC-2998 107, SNB-19 107 and SF-295 120.
Screening O=C(CBr)c1ccc(F)c2ccccc12 returned HCT-15 96, SW-620 101, SNB-75 86, KM12 105, SF-539 98, HCT-116 107, HCC-2998 93, SNB-19 102 and SF-295 94.
CC1(C)CC(=O)C2=C(C1)C(c1ccc(Cl)cc1)n1ncc(C#N)c1N2 (stereo not given) was read as HCT-15 105, SW-620 99, SNB-75 76, KM12 110, SF-539 88, HCT-116 98, HCC-2998 107, SNB-19 96 and SF-295 101.
`O=C1c2c(c3c4ccc(Br)cc4oc3c3[nH]c4ccccc4c23)C(=O)N1CCN1CCCCC1` gave HCT-15 85, SW-620 56, SNB-75 89, KM12 81, SF-539 83, HCT-116 68, HCC-2998 90, SNB-19 75 and SF-295 99.
O=c1[nH]cnc2c1ncn2Cc1ccc([N+](=O)[O-])cc1 was read as HCT-15 108, SW-620 106, SNB-75 95, KM12 107, SF-539 96, HCT-116 105, HCC-2998 120 and SF-295 93.
Screening N=c1c2c(-c3ccccc3)c(-c3ccccc3)oc2ncn1NC(=O)c1ccc(Cl)cc1 returned HCT-15 85, SW-620 99, SNB-75 86, KM12 103, SF-539 107, HCT-116 82, HCC-2998 100, SNB-19 89 and SF-295 98.

Two records picked at random from the list so far:
`O=C(CCCCCCN1CC(=O)N2[C@@H](c3ccccc3F)c3[nH]c4ccccc4c3C[C@H]2C1=O)NO` gave HCT-15 108, SW-620 88, SNB-75 76, KM12 91, SF-539 82, HCT-116 89, HCC-2998 95, SNB-19 89 and SF-295 98.
For C/C(O)=C1\C(=O)Nn2c(nc3c(cnn3-c3ccccc3)c2=O)N1N the results were HCT-15 102, SW-620 98, SNB-75 85, KM12 113, SF-539 101, HCT-116 103, HCC-2998 102, SNB-19 100 and SF-295 101.
